# TRPC4 act – opens the mouse TRPC4 cation channel | HEK293 TRPC4beta/mu-opioid, Fluo4 calcium fluorescence; stronger effect = higher value | B-score at 10 µM | hit rate 0.49% among 310,000 | AID 2237;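 active means B-score above 5 SD of library B-scores, and initial fluorescence ratio not above library mean plus 5 SD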;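 further: positive B-score marks a calcium rise read as TRPC4 activation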
# Target sequence (Q9QUQ5 whole entry, looked up): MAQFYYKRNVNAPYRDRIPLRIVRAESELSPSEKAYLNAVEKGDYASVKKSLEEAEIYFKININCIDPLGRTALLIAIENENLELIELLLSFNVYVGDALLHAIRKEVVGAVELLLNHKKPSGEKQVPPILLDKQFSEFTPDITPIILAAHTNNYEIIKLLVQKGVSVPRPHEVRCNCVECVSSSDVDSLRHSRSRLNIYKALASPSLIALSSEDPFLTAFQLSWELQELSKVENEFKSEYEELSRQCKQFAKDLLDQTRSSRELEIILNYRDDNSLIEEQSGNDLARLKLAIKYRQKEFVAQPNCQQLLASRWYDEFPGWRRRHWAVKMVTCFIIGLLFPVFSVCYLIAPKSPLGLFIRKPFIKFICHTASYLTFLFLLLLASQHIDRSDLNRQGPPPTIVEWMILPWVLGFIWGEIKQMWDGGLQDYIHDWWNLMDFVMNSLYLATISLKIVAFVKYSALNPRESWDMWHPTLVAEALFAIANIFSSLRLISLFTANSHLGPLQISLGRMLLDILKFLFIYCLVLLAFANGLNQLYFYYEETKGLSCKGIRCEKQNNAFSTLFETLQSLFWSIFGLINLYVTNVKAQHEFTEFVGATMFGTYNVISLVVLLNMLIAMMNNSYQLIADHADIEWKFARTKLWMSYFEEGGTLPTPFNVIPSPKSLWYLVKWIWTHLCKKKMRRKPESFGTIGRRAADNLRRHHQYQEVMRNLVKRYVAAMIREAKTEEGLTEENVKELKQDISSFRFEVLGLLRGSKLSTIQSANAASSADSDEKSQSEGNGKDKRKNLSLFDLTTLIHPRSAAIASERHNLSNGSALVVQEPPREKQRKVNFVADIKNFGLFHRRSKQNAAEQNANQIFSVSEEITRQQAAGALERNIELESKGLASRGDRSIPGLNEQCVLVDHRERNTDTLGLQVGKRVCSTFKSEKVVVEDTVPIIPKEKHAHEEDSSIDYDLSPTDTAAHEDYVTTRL
#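 System – HEK293 cells stably co-expressing mouse TRPC4beta and mu-opioid receptor · Signal – Fluo4 calcium-sensitive dye fluorescence, kinetic, 1 Hz baseline · Benchmarks – buffer (low) and maximal DAMGO (high) · Read-out – B score of integrated fluorescence ratio per well · Incubation – dye loading 45 min room temperature, 110 s kinetic read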
# TRPC6 act – activators of mouse TRPC6 channel. Q61143. HEK293-TRPC6 membrane potential dye fluorescence; stronger effect = higher value. B-score at 10 µM. hit rate 0.13% among 310,000. AID 2550;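 active means B-score of the integrated fluorescence ratio above library mean plus 3 SD, and starting fluorescence ratio within library mean plus 5 SD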;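 further: higher score means more depolarization so channel activation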
# HIF act – HIF pathway transcriptional activation. activation, % at 7.5 µM (by protocol). U2OS HRE-luciferase reporter, luminescence; normalized: DMSO 0%, desferrioxamine 100%. hit rate 0.32% among 300,000. AID 1910;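 active means mean activation of at least 10% of the iron chelator positive control signal, with at least half of replicates also reaching 10%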
# PolyA inhibitor – blocks polyadenylation in yeast reporter cells; AID 1875; calls only at 12 µM; hit rate 0.02% among 300,000; S. cerevisiae SKY197-pL101 polyadenylation reporter, beta-gal luminescence; efflux-impaired pdr1/pdr3 knockout yeast; score 100 = 6 SD above DMSO;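 active means lowest replicate activity score at least 50, where 100 means six control SD above control mean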;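 further: yeast exposed to compound for 9 h at 30 °C; higher score means more reporter readthrough which indicates perturbed polyadenylation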
# TRPC4 PAM – allosteric potentiators of mouse TRPC4 channel | HEK293 TRPC4beta/mu-opioid, DAMGO EC20, Fluo-4 Ca2+ flux; stronger effect = higher value | B-score at 10 µM | AID 2227 | hit rate 0.42% among 310,000 | Q9QUQ5;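 active means B-score of calcium response area above 5 SD of library B-scores, with initial fluorescence ratio within 5 SD of library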;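 further: B-score of integrated fluorescence ratio over time as area under calcium response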
# AI-2 QS mod – modulators of Vibrio harveyi AI-2 quorum sensing system | AID 2094 | hit rate 0.4% among 300,000 | Vibrio harveyi JMH597 AI-2 luminescence/OD600 ratio, 9 h; stronger effect = lower value; strain lacks LuxN and CqsS sensors; 0 = neutral-control median | activity change, % at 7.5 µM; in the data active means activity change below about -75%, passing the limit was not always enough;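 further: luminescence divided by OD600 gain over 9 h not by final OD600 alone; inactives centre near 13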
# TRPC4 block – TRPC4 (mouse) channel inhibition; HEK293 TRPC4beta/mu-opioid, DAMGO-evoked Fluo4 calcium flux; stronger effect = lower value; B-score at 10 µM; hit rate 0.39% among 300,000; AID 2247;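 active means B-score over 3 SD under the library average, no early fluorescence shift, positive overall ratio signal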
#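 System: stable TRPC4beta/mu-opioid receptor HEK293 cells; Dosing: single-point compound dosing; Measured by: Fluo4 Ca2+ flux fluorescence; Read-out basis: per-well B score of integrated baseline-normalized Fluo4 ratio.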
# MrgX1 ag – human MrgX1 receptor agonism, primary screen; Q96LB2; MrgX1-HEK293 cells, Fluo-4 calcium fluorescence, agonist mode; stronger effect = higher value; B-score at 10 µM; hit rate 0.44% among 310,000;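 active means calcium response B-score plate-corrected fluorescence ratio at least 3 library SD, with starting fluorescence B-score inside 5 SD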
#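 Material: HEK293 cells stably expressing human MrgX1 receptor | Quantity: 15,000 cells per well | Times: Cells plated overnight, dye loaded 0.5 h 37 °C, 0.5 h room temperature | Measured by: Kinetic Fluo-4 NW fluorescence of intracellular calcium | Control set: Positive and negative controls per plate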
# MrgX1 allo act – human MrgX1 positive allosteric modulation, primary screen; MrgX1-HEK293, Fluo-4 calcium flux, FDSS; stronger effect = higher value; B-score at 10 µM; hit rate 0.63% among 310,000; AID 588675;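 active means plate-corrected calcium response at least 3 library SD above typical, normal starting fluorescence, not activating the receptor alone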;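 further: compound read alongside a low EC10 to EC30 dose of BAM8-22 agonist; peak minus trough fluorescence over baseline measured at the second addition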
# TRPC6 inhibitor – inhibitors of mouse TRPC6 channel; hit rate 1.1% among 310,000; B-score at 10 µM; HEK293-TRPC6, membrane potential dye, ACh-evoked depolarization; stronger effect = lower value; Q61143; AID 2553;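 active means B-score under library mean minus 3 SD, initial fluorescence not abnormally high, positive integrated signal ratio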;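 further: B-score derived from integrated fluorescence ratio over the kinetic read; more negative B-score means stronger inhibition of depolarization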
# MrgX1 antag – blocks BAM8-22 activation of human MrgX1 receptor. Q96LB2. MRGX1-HEK293 calcium flux, Fluo-4, BAM8-22 antagonism; stronger effect = lower value. B-score at 10 µM. hit rate 1.3% among 310,000;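 active means calcium-response B-score plate-corrected more than 3 library SD below zero, starting fluorescence within 5 deviations, no agonist response on first addition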;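 further: peak minus trough fluorescence over baseline after final BAM8-22 challenge near maximal dose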
# Numbers without * were called inactive; i = inactive; nt = no result given; & = joins results of further samples. A portion of the library; count on the stated rates, not on these rows.
# Under each structure – PolyA inhibitor	TRPC4 PAM	HIF act	TRPC6 act	TRPC4 block	TRPC6 inhibitor	TRPC4 act	MrgX1 ag	MrgX1 antag	AI-2 QS mod	MrgX1 allo act
- COc1cc(C(=O)OC(C)CN2CCOCC2)cc(OC)c1OC (stereo not drawn)
    i	i	-0.5&-1.4	i	i	i	i	i	i	10&18	i
- COc1ccc(C(=O)NC2CCSc3ccccc32)cc1F (stereo not drawn)
    i	i	-0.7	i	i	i	i	i	i	nt	i
- O=C1CC2(CCN(S(=O)(=O)c3ccccc3F)CC2)Oc2ccccc21
    i	30*	-1.0	i	i	i	i	i	i	1	i
- Cc1cccc(NC(=O)C2CCN(S(=O)(=O)c3cccc4nsnc34)CC2)n1
    i	i	-0.1	i	i	i	i	i	i	15	i
- CCOCC(=O)Nc1nc2c(s1)C(=O)CC(C)(C)C2
    i	i	0.2	i	i	i	i	i	i	-4	i
- Cc1ccnc(SCC(=O)c2cccs2)n1
    i	i	1.8	i	i	i	i	i	i	2	i
- Cc1ccc(-c2nc3cccnc3s2)cc1NS(=O)(=O)c1cccs1
    i	i	1.2	i	i	i	i	i	i	5	i
- CN(C)c1nc(-c2ccccc2)c2cc(Cl)ccc2n1
    i	i	1.0	i	i	i	i	i	i	8	i
- CCOc1[nH]n(-c2ccc(Cl)cc2)c(=O)c1C=NCC(=O)OC
    i	i	-0.2	i	i	i	i	i	i	17	i
- O=C(O)C(=O)/C(=C\c1ccsc1)c1ccc2ccccc2n1
    nt	i	2.9	i	i	i	i	i	i	5	i
- Cc1nc2c3c(sc2c(=O)[nH]1)NC(=O)CC3c1ccccc1Cl (stereo not drawn)
    i	i	-0.2	i	i	i	i	i	i	15	i
- CN(c1ccc(C(=O)NCCC2=CCCCC2)cc1)S(C)(=O)=O
    i	nt	0.6	nt	nt	nt	nt	i	i	22	i
- CCS(=O)(=O)Nc1ccc(-c2nnc(SCC(=O)c3ccc(NC(C)=O)c(OC)c3)o2)cc1
    i	i	-0.3	i	i	i	i	i	i	10	i
- Cc1ccc(C(=O)NNC2=NCCC2)cc1
    i	i	-0.2	i	i	i	i	i	i	4	i
- Cc1ccc(C2C3C(=O)N(c4ccc(C)cc4)C(=O)C3N3CCCN23)cc1 (stereo not drawn)
    i	i	0.9	i	i	i	i	i	i	17	i
- O=C(Nc1ccn(Cc2ccccc2)n1)c1ccc2c(c1)OCO2
    i	i	3.0	i	i	i	i	i	i	20	i
- COc1cccc(C(=O)Cn2c(Br)nc3c2c(=O)n(C)c(=O)n3C)c1
    i	i	-0.3	i	i	i	i	i	i	11	i
- COc1c(Cl)cc(C(=O)O)cc1Cl
    i	i	-0.2	i	i	i	i	i	i	19	i
- Cn1c(=O)c2c(nc(CN3CCN(CCO)CC3)n2Cc2ccccc2Cl)n(C)c1=O
    i	i	0.3	i	i	i	i	i	i	12	i
- COC(=O)c1c(NC(=O)c2cccc([N+](=O)[O-])c2)sc(C(N)=O)c1C
    i	i	-0.1	i	i	i	i	i	i	28	i
- Cc1nnc(NC(=O)CSc2nnc(CNC(=O)c3ccccc3)o2)s1
    i	i	0.0	i	i	i	i	i	i	32	i
- COc1cc(/C=N/Nc2nc3ccccc3s2)ccc1OC(=O)c1ccccc1F
    i	i	3.6	i	i	i	i	i	i	26	i
- CCCNC(=O)NC(=O)CSc1nc(C)cs1
    i	i	0.0	i	i	i	i	i	i	11	i
- Nc1nc(C(F)(F)F)cc(=O)n1N
    i	i	0.4	i	i	i	i	i	i	12	i
- Cc1nn(-c2ccccc2)c(Cl)c1/C=N\NC(=O)c1cncc(Br)c1
    i	i	2.0	i	i	i	i	i	i	12	i
- CN(Cc1ccccc1)S(=O)(=O)c1ccc(OCC(=O)NCc2ccccn2)cc1
    i	i	-2.2	i	i	i	i	i	i	58	i
- Cc1ccc(S(=O)(=O)N(C)C)cc1NC(=O)COC(=O)CCC(=O)c1ccc(F)cc1
    i	i	-0.2	i	i	i	i	i	i	4	i
- COc1ccc(Nc2ccccc2N)cc1
    i	i	1.0	i	i	i	i	i	i	33	i
- CCOC(=O)N1CCN(C(=O)c2cn(CC)c3ccc(S(=O)(=O)N4CCCCC4)cc3c2=O)CC1
    i	i	0.5	i	i	i	i	i	i	18	i
- Cc1cccc(C2Nc3cccc4cccc(c34)N2)c1
    i	i	2.2	i	i	i	i	i	i	14	i

# 2 records drawn at random from the list so far, as already listed:
# Under each structure – PolyA inhibitor	TRPC4 PAM	HIF act	TRPC6 act	TRPC4 block	TRPC6 inhibitor	TRPC4 act	MrgX1 ag	MrgX1 antag	AI-2 QS mod	MrgX1 allo act
- COc1cccc(C(=O)Cn2c(Br)nc3c2c(=O)n(C)c(=O)n3C)c1
    i	i	-0.3	i	i	i	i	i	i	11	i
- Cc1ccnc(SCC(=O)c2cccs2)n1
    i	i	1.8	i	i	i	i	i	i	2	i

# (cont.)
# Under each structure – PolyA inhibitor	TRPC4 PAM	HIF act	TRPC6 act	TRPC4 block	TRPC6 inhibitor	TRPC4 act	MrgX1 ag	MrgX1 antag	AI-2 QS mod	MrgX1 allo act
- COc1cc(C(=O)Nc2ccc3c(c2)OCO3)ccc1-n1cnnn1
    i	i	0.3	i	i	i	i	i	i	19	i
- CCSc1cc(C)nc2ncnn12
    i	i	-0.2	i	i	i	i	i	i	6	i
- COc1ccc(-n2c(C)c([N+](=O)[O-])c3ccc(O)c(CN(C)C)c32)cc1
    i	i	4.0	i	i	i	i	i	i	6	i
- Cc1ccc(SCCNCc2ccco2)cc1
    i	10*	1.4	i	i	i	i	i	i	-7	i
- CN(C)S(=O)(=O)n1cc(/C=C(\NC(=O)c2ccccc2Cl)C(=O)NCCCN2CCOCC2)c2ccccc21
    i	i	0.2	i	i	i	i	i	i	7	i
- O=C(NC1CCCc2c1cnn2-c1ccc(F)cc1F)c1csnn1 (stereo not drawn)
    i	i	0.5	i	i	i	i	i	i	-1	i
- O=C(NCC(O)CO)c1csc(Nc2cccc3ccccc23)n1 (stereo not drawn)
    i	i	0.7	i	i	i	i	i	i	8	i
- O=C(NC(=S)Nc1cccc([N+](=O)[O-])c1)c1ccccc1
    i	i	3.7	i	i	i	i	i	i	nt	i
- O=C(N1CCN(c2ccccc2F)CC1)C12CC3CC(CC(C3)C1)C2
    i	i	-0.7	i	i	i	i	i	i	24	i
- CN(CCc1ccccn1)C(=O)CC1C(=O)NCCN1Cc1ccccc1C(F)(F)F (stereo not drawn)
    i	i	-0.1	i	i	i	131*	i	i	18	i
- Cc1ccc(NC(=O)c2oc3ccccc3c2C)c([N+](=O)[O-])c1
    i	i	0.6	i	i	i	i	i	i	7	i
- Cc1ccc(NC(=O)CN(C)Cc2nc3c(Br)cc(Br)cc3c(=O)[nH]2)cc1
    i	i	-0.5	i	i	i	i	i	i	-4	i
- O=S(=O)(Nc1nc2ccccc2nc1NCc1ccco1)c1ccccc1
    i	i	-0.4	i	i	i	i	i	i	25	i
- O=C(NCC1OCCc2ccccc21)c1ccc(NC(=O)c2cccc(Br)c2)cc1 (stereo not drawn)
    i	i	0.0	i	i	i	i	i	i	28	i
- N#Cc1ccccc1NC(=O)COC(=O)COc1ccccc1[N+](=O)[O-]
    i	i	-0.7	i	i	i	i	i	i	18	i
- COc1cc2nc(Cl)nc(N3CCCCC3)c2cc1OC
    i	i	-0.7	i	i	i	i	i	i	26	i
- CC(C)Oc1ccc(/C(O)=C2/C(=O)C(=O)N(CCN(C)C)C2c2ccco2)cc1 (stereo not drawn)
    i	i	1.2	i	i	i	i	i	i	-2	i
- CS(=O)(=O)N1CCN(c2c(Cl)cccc2[N+](=O)[O-])CC1
    i	i	0.0	i	i	i	i	i	i	3	i
- Cn1nccc1NC(=O)Nc1cccc(Br)c1
    i	i	-2.1	i	i	i	i	i	i	10	i
- COc1ccc(NC(=O)CCc2nc3ccccc3[nH]2)cc1
    i	i	0.5	i	i	i	i	i	i	14	i
- Cc1cc(C(=O)N2CCOCC2)ccc1[N+](=O)[O-]
    i	i	-0.2	i	i	i	i	i	i	13	i
- CCCn1c(C(C)Nc2nc(-c3cccc(Br)c3)cs2)nc2ccccc21 (stereo not drawn)
    i	i	0.4	i	i	i	i	i	i	10	i
- COc1ccccc1-c1ccc(/C=C2/C=C(CC(C)C)OC2=O)o1
    i	i	0.5	i	i	i	i	i	i	25	i
- CN1CCN(CCCNC(=S)Nc2ccc(F)c(Cl)c2)CC1
    i	i	-0.7	i	i	i	i	i	i	3	i
- CCOC(=O)C1C(=O)CC(C)(O)C(C(=O)OCC)C1c1ccc(F)cc1 (stereo not drawn)
    i	i	0.2	i	i	i	i	i	i	4	i
- COc1ccccc1C(=O)NCC1(c2ccccc2)CCCC1
    i	i	-1.1	i	i	i	i	i	i	16	i
- COc1ccc(-c2[nH]ncc2CNCCc2ncccc2C)cc1F
    i	i	-0.3	i	i	i	i	i	i	24	i
- CC(C)(C)C(=O)O/N=C(\N)c1ccc(-c2csnn2)cc1
    i	i	2.1	i	i	i	i	i	i	4	i
- O=C(CN1CCN(c2ccccc2O)CC1)Nc1ccc([N+](=O)[O-])cc1Br
    i	i	-0.5	i	i	i	i	i	i	13	i
- Cc1cc(C)n(C(=O)c2ccc(Cl)c(F)c2F)n1
    i	i	-0.6	i	i	i	i	i	i	23	i
- O=C1/C(=C\c2ccc(C(F)(F)F)cc2)CSc2sccc21
    i	i	-0.1	i	i	-5*	i	i	i	23	i
- COC(=O)C(CC(=O)c1ccc(Br)cc1)n1nc(C)cc1C (stereo not drawn)
    i	i	-12	i	i	i	i	i	i	38	i
- O=C1c2ccccc2C(O)(Cc2ccccc2)N1c1ccc2c(c1)OCO2 (stereo not drawn)
    i	i	-0.1	i	i	i	i	i	i	1	i
- CN(C)C(=S)Nc1ccc(Br)cc1Cl
    i	i	0.9	i	i	i	i	i	i	16	i
- CSc1nsc(SCc2cnc(C)nc2N)n1
    i	i	0.5	i	i	i	i	i	i	44	i
- COc1ccc(C2CC(=O)C3=C(C2)Nc2ncnn2C3c2ccccc2C)c(OC)c1 (stereo not drawn)
    i	i	-0.6	i	i	i	i	i	i	21	i
